# High-throughput results (PubChem)
# Wee1 degr inh: inhibitors of human Wee1 degradation | P30291 | HeLa Luc-Wee1K328M stability, luciferase luminescence; 100% = proteasome inhibitor MG132 effect | reporter increase, % at 5 µM | hit rate 1.2% among 220,000 | AID 1321;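 active means activation above the mean of all tested compounds plus 3 SD, set per screening run, cut at about 8.8% in these data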;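 further: cells exposed to compound for 20 h before luminescence read; 0% = DMSO alone and 100% = MG132 at 30 µM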
# MDM2 E3 inh: blocks human Mdm2 ubiquitin ligase activity; hit rate 0.11% among 210,000; signal enhancement, % at 5 µM; AID 1230; cell-based MDM2 ubiquitination luciferase reporter, 2 h; 0 = plate control, 100 = twice control, blank-subtracted; Q00987;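 active means signal enhancement of 30% or more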;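 further: luminescence tracks abundance of the self-degrading MDM2-luciferase fusion protein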
# Target sequence (Q00987 whole entry, looked up, the tested form may be a part): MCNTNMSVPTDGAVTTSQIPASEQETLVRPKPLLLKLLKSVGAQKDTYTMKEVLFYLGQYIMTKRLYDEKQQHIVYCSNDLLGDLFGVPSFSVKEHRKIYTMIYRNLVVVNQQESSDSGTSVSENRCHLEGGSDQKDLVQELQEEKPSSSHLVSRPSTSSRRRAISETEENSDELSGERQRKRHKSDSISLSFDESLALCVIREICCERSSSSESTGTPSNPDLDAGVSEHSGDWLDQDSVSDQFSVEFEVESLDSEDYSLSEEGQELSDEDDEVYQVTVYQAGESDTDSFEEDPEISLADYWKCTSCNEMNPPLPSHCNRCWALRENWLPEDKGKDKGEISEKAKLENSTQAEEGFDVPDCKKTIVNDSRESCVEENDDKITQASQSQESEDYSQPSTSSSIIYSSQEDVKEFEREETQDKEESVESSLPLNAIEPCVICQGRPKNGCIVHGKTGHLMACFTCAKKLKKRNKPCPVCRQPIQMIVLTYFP
#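 system = mammalian cells stably expressing self-ubiquitinating, self-degrading MDM2 E3–luciferase fusion | quantity = 2000 cells per well seeded | incubation = 4 h cell settling then 2 h compound exposure, 37 °C | signal = SteadyLite luminescence, 15 min reagent step | benchmarks = plate control and blank wells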
# BaF3 parental: reduces parental Ba/F3 cell viability, JAK2V617F counter-screen | CellTiter-Glo ATP luminescence | inhibition, % at 5.6 µM | hit rate 1.1% among 220,000;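 active means inhibition above a per-campaign cutoff, the mean inhibition of all tested compounds plus 3 SD, cut at about 27% in these data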;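 further: 0% = DMSO wells and 100% = JAK Inhibitor I control wells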
# PERK inhibitor: inhibitors of human PERK kinase; CHO PERK-DD fusion, SEAP luminescence translation reporter; Q9NZJ5; hit rate 0.17% among 220,000; inhibition, % at 5.6 µM;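 active means inhibition above the mean inhibition of all tested compounds plus 3 SD, set separately per screening campaign, cut at about 2.9% in these data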;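 further: PERK kinase domain activated by AP20187 dimerizer at 100 nM; 0% = DMSO with dimerizer and 100% = rapamycin at 8.4 µM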
# S1P4 agonist: activates the human S1P4 receptor. O95977. hit rate 0.35% among 220,000. activation, % at 4.98 µM. S1P4-expressing cell line, agonist reporter assay; in the data active means activation above about 11%;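 further: 0% = DMSO vehicle and 100% = reference agonist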
# NPY-Y2 PAM-ag: potentiates or activates human NPY-Y2 receptor | cells expressing NPY-Y2, potentiator/agonist read-out | hit rate 0.45% among 220,000 | activation, % at 3.6 µM; in the data active means activation above about 27%;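 further: cells stimulated with NPY near EC25 plus isoproterenol at EC100; 0% = vehicle plus submaximal agonist and 100% = vehicle plus saturating agonist; some results beyond the cut were filed as inactive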
# Target sequence (P49146 whole entry, looked up): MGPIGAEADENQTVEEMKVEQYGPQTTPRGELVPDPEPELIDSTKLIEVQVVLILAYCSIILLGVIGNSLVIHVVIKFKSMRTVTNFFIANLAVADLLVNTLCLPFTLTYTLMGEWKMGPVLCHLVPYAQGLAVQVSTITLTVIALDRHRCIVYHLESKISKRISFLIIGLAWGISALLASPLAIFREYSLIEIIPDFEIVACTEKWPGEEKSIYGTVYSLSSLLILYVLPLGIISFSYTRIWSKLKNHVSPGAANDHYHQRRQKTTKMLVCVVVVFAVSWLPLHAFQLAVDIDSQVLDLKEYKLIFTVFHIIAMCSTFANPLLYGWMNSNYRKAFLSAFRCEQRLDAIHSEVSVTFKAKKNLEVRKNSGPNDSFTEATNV
# S1P4 antagonist: blocks the human S1P4 receptor; S1P4-expressing cells, antagonist mode, reporter read-out; O95977; inhibition, % at 4.98 µM; AID 1510; hit rate 0.26% among 220,000; in the data active means inhibition above about 29%;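 further: 0% = wells stimulated with agonist and 100% = vehicle wells without agonist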
# Ba/F3 V617F tox: lowers viability of Ba/F3 cells expressing EpoR and JAK2V617F | ATP luminescence | inhibition, % at 5.6 µM | hit rate 1.1% among 220,000;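 active means inhibition above the campaign mean plus 3 SD over all tested compounds, cut at about 24% in these data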;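 further: cytokine-independent growth of Ba/F3 cells driven by EpoR plus mutant JAK2; 0% = DMSO-treated cells and 100% = JAK inhibitor I control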
# eIF4E-4G inh: inhibitors of eIF4E and eIF4G interaction in translation initiation | TR-FRET eIF4E-eIF4GI(517-606) binding, 2 h | P63073+Q04637 | inhibition, % at 21.7 µM | hit rate 0.37% among 220,000;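 active means inhibition above about 30%, limit read from the data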;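 further: 0% = full FRET control wells and 100% = background wells lacking eIF4GI fragment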
# An asterisk follows results filed as active; . = no result given; [ ] = dose if it differs, or a comment.
SMILES,Wee1 degr inh,MDM2 E3 inh,BaF3 parental,PERK inhibitor,S1P4 agonist,NPY-Y2 PAM-ag,S1P4 antagonist,Ba/F3 V617F tox,eIF4E-4G inh
O=C(OC1Cn2c(=O)ccc(=O)n2C1)c1ccc([N+](=O)[O-])cc1,2,5,0,-0.5,0.9,-1,0,-5,18
CCOc1ccc(NC(=S)N2CCCN(Cc3cccc(Cl)c3)C2)cc1,1,-1,1,-0.5,0.9,-10,0,-4,3
CCC1(C)Cc2ccccc2/C(=C/C(=O)N2CCCCC2)N1 (centres undefined),-1,-9,5,0.3,-0.6,-28,-14,3,4
O=C(CN1CCC(n2nnc3cc(F)ccc32)CC1)N1CCc2ccccc2C1,4,0,2,-0.8,0.1,19,-34,-3,-1[fluorescence artefact?]
C/C(=N\NC(=O)Cn1nnc2ccccc21)c1ccco1,1,4,1,-0.6,-1.2,8,-2,2,6
O=S(=O)(Nc1cc(Sc2ncn[nH]2)c(O)c2ccccc12)c1ccccc1,-5,-14,99*,0.0,5.0,-13,-35,95*,27
O=C(CSc1nnnn1C1CCCCC1)NNC(=O)c1ccco1,-3,-6,14,0.7,0.1,2,8,0,1
CN(C)/C=C1/C=C(c2ccccc2)OC1=O,-3,-15,4,0.9,0.8,6,-7,-3,3[fluorescence artefact?]
COc1cccc2[nH]c3c(N4CCC(C(N)=O)CC4)ncnc3c12,4,.,3,2.3,0.7,19,-1,-3,-2
O=C(CNCCN1CCOCC1)Nc1ccccc1Sc1ccccc1,2,-6,6,0.5,-0.5,3,0,-1,-4
COCCN1Cc2cccc(C(=O)Nc3cccc(OC)c3)c2C1=O,-1,15,10,0.0,0.2,-6,-6,-3,6
CCOc1cc(C)c(-c2onc(C(F)(F)F)c2-c2csc(C)n2)c(O)c1,0,2,9,-0.1,0.8,10,-10,1,-2
Cc1cc(=O)[nH]c(SCC(=O)Nc2nc(-c3ccccc3)cs2)n1,-2,-5,-1,2.5,0.5,13,10,0,-7
O=C(N/N=C/c1sc(=O)[nH]c1-[n+]1ccccc1)c1ccccc1[O-],0,-9,2,0.7,-1.1,-6,2,-3,1
CC(C)C(NC(=O)OCc1ccccc1)C(=O)NC1CCCCC1 (centres undefined),1,-3,9,0.8,-0.2,4,-15,4,-4
CCOc1nnc(C)c2c(C)n(-c3ccc(Cl)cc3)nc12,-3,-10,2,0.3,-3.2,-12,-17,2,1
CCOc1ccc(NC(=O)C(=O)NCc2ccncc2)cc1,4,-16,7,2.2,-1.7,6,-2,-1,1
CNC(=O)C1CCC(=O)N1Cc1ccccc1Cl (centres undefined),-1,-12,0,1.8,-1.2,9,-16,-4,-6
CCN(CC)C(=O)CSc1nnc(CCN)o1,0,-3,7,-0.2,-1.5,9,-22,1,1
CC(C)(C)NS(=O)(=O)c1ccc(CCC(=O)O)cc1,-2,-7,5,0.9,-3.6,-5,-20,-2,-1

# Part of the list above, with tabs:
compound	Wee1 degr inh	MDM2 E3 inh	BaF3 parental	PERK inhibitor	S1P4 agonist	NPY-Y2 PAM-ag	S1P4 antagonist	Ba/F3 V617F tox	eIF4E-4G inh
O=C(N/N=C/c1sc(=O)[nH]c1-[n+]1ccccc1)c1ccccc1[O-]	0	-9	2	0.7	-1.1	-6	2	-3	1
O=C(CSc1nnnn1C1CCCCC1)NNC(=O)c1ccco1	-3	-6	14	0.7	0.1	2	8	0	1

# Back to the main list, repeating the five entries before the break.
SMILES,Wee1 degr inh,MDM2 E3 inh,BaF3 parental,PERK inhibitor,S1P4 agonist,NPY-Y2 PAM-ag,S1P4 antagonist,Ba/F3 V617F tox,eIF4E-4G inh
CCOc1nnc(C)c2c(C)n(-c3ccc(Cl)cc3)nc12,-3,-10,2,0.3,-3.2,-12,-17,2,1
CCOc1ccc(NC(=O)C(=O)NCc2ccncc2)cc1,4,-16,7,2.2,-1.7,6,-2,-1,1
CNC(=O)C1CCC(=O)N1Cc1ccccc1Cl (centres undefined),-1,-12,0,1.8,-1.2,9,-16,-4,-6
CCN(CC)C(=O)CSc1nnc(CCN)o1,0,-3,7,-0.2,-1.5,9,-22,1,1
CC(C)(C)NS(=O)(=O)c1ccc(CCC(=O)O)cc1,-2,-7,5,0.9,-3.6,-5,-20,-2,-1
CSCCCNC(=O)c1ccc(OC2CCN(C(=O)c3cccnc3)CC2)cc1,-2,-7,0,0.1,1.6,-14,-4,-2,-7
Cc1ccc(/C=C(\C#N)C(=O)N2CCCC2)c(C)c1,0,-9,0,0.6,0.0,1,-5,-3,-1
Cc1ccc(N/C=C/C(=O)C(C)(C)C)c(O)c1,3,-15,0,0.0,-2.5,5,-4,2,-5
COc1ccc(Cc2nc(-c3ccc(-n4cccc4)cc3)no2)cc1,0,-9,4,-0.1,-0.2,-8,-9,3,0
Cc1nn(-c2ccccc2)c(N2CCCCC2)c1/C=N/O,-3,-11,2,0.2,1.6,7,5,-2,-6
N#Cc1c(-c2ccccc2)nc(SCC(=O)Nc2ccccc2F)[nH]c1=O,0,1,3,0.6,0.5,-7,1,-2,-8
O=C1NC(CCc2ccccc2)C(=O)N1CCOc1ccccc1 (centres undefined),-2,-5,6,-0.3,1.4,-12,-30,1,-2
Cc1[nH]c2ccccc2c1/C=N/NC(=O)C1CC1(c1ccccc1)c1ccccc1 (centres undefined),-1,-4,7,-0.4,-0.5,24,-13,1,5
COc1ccc(NC(=O)c2c(C(F)(F)F)nn(C)c2SCc2ccccc2)cc1,0,-4,1,0.0,-1.1,4,-5,-3,0
O=C(COC(=O)CCc1nc2ccccc2c(=O)[nH]1)Nc1ccc(N2CCOCC2)cc1,0,1,-2,0.1,-1.5,-2,-11,1,4
COC(=O)C1=C(C)NC(C)=C(C(=O)OC)C1c1ccccn1,-1,-11,6,0.4,-4.1,-10,-16,1,0
O=C(NCc1ccco1)N1c2ccccc2Sc2ccccc21,-2,-4,4,-0.7,-0.7,9,-3,-1,4
CC1(C)CC(=O)C2=C(C1)OC(c1cccs1)C(C#N)=C2N (centres undefined),3,0,0,0.0,0.4,-9,-22,0,-1
CC(C)c1nc2c(c(=O)n(C)c(=O)n2C)n1C,-4,.,5,0.6,0.2,-1,7,-2,-12
CCOC(=O)c1ccc(NC(=O)CSc2nnc(CNc3ccc(C)cc3)n2C)cc1,1,.,-2,-0.2,1.6,10,-11,-4,-4
COc1ccccc1NS(=O)(=O)c1ccc(C)c(C(N)=O)c1,6,-6,3,1.5,-0.1,9,-5,2,13
Cc1ccc(C(=O)OCC(=O)N2CC(=O)Nc3ccccc32)s1,1,2,13,-0.4,-1.1,-12,0,3,-4
Cn1cnnc1SCC(=O)Nc1sc2c(c1C(N)=O)CCC2,-2,-26,1,1.1,0.0,-11,5,0,19
O=C(Oc1cccc(C(=S)N2CCOCC2)c1)c1cccc([N+](=O)[O-])c1,-2,3,2,0.1,1.0,15,2,0,-1
O=C(NCCc1c[nH]c2ccccc12)C(=O)NCC(c1ccco1)N1CCN(c2ccccc2F)CC1 (centres undefined),-4,-17,3,0.1,-0.9,-12,-85,-2,12
N#Cc1ccc(OCc2nnc3n2CCCCC3)cc1,0,-2,3,0.2,2.0,2,-4,2,-1
CCOC(=O)c1ccccc1NC(=O)CN1CCC(n2nnc3cc(C(F)(F)F)ccc32)CC1,-1,.,0,0.8,-0.1,-22,-6,-4,-9
CCN=C1NN=C(c2ccc(C)cc2)CS1,6,-17,6,-0.3,-0.2,-6,11,-1,-10
CSc1nc(N)n2nc(-c3ccccc3)cc2n1,7,-19,2,0.8,0.9,6,19,2,1
CC(=O)c1ccc(S(=O)(=O)Nc2ccc(-c3cn4c(n3)SCC4)cc2)cc1,2,14,4,1.1,-0.1,-3,2,1,-5
CC(=O)N=c1ncn(CC(COC(C)=O)OC(C)=O)c2nc[nH]c12 (centres undefined),0,-15,-1,-0.2,-1.4,1,12,-5,10
CCc1cccc2c(C#N)cn(CCOc3ccccc3OC)c12,1,-22,7,-1.0,0.4,-7,8,0,-3
CCCNc1nc(Cl)nc(NC(C)(C)C)n1,-1,-18,-2,0.9,0.8,-13,-2,0,-4
COc1cc(Cl)c(C)cc1NC(=O)CCCN1C(=O)CCC1=O,0,-2,9,-0.1,0.3,-3,-26,1,-3[fluorescence artefact?]
COCCNC(=O)c1ccc(CN2CCc3ccccc3C2)cc1,-1,-7,2,-1.0,0.1,5,-5,-3,3[fluorescence artefact?]
COc1cccc(C(=O)Nc2ccc(N(C)C)cc2)c1OC,1,-54,4,-0.4,0.5,0,2,2,8
COc1ccc(CNC(=O)Nc2ccc(C)cc2)cc1,-1,-22,-1,0.3,1.1,10,-6,-3,2
Nc1nc(SCC(=O)NCc2ccc3c(c2)OCO3)n[nH]1,-1,-13,1,0.9,-0.1,-9,3,-2,3
COc1ccc(F)cc1CN1CCN(C(=O)CCC(=O)Nc2nnc(C(C)C)s2)CC1,0,-13,4,-0.1,0.6,-14,2,-1,-5
COc1cc(O)cc2occ(-c3ccc(O)cc3)c(=O)c12,3,-5,-10,0.4,0.8,1,5,0,3
CC12CCC(C(=O)N3CCCCC3)(CC1=O)C2(C)C (centres undefined),-3,-20,7,0.3,-1.4,5,-3,1,-7
O/N=C1/CC/C(=N\O)c2nn(-c3ccccc3)nc21,2,6,11,1.5,1.9,-2,-9,0,1
CCCS(=O)(=O)N1CCN(S(=O)(=O)c2ccccc2[N+](=O)[O-])CC1,11*,-10,0,1.2,1.4,18,-14,-2,3
O=C(C1CCN(S(=O)(=O)c2cnc[nH]2)CC1)N1CCN(c2ncccn2)CC1,0,-4,0,-0.3,-3.1,0,23,-3,-8[fluorescence artefact?]
COC(=O)c1cn(-c2ccccc2)nc1C(=O)OC,-3,-9,0,0.7,1.4,8,-5,-3,0
